hIAP inh: blocks human intestinal alkaline phosphatase. 0.12% of 330,000 active. inhibition, % at 10 µM. P09923. purified IAP, CDP-Star luminescence, 30 min;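 active means inhibition reaching a set limit with compound at 10 µM in the primary screen, cut at about 35% in these data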;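 further: plate controls were DMSO wells with enzyme for no effect and no-enzyme buffer wells for full effect; values of inactives mirror those of a sister screen read the other way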
Target sequence (P09923 whole entry, looked up): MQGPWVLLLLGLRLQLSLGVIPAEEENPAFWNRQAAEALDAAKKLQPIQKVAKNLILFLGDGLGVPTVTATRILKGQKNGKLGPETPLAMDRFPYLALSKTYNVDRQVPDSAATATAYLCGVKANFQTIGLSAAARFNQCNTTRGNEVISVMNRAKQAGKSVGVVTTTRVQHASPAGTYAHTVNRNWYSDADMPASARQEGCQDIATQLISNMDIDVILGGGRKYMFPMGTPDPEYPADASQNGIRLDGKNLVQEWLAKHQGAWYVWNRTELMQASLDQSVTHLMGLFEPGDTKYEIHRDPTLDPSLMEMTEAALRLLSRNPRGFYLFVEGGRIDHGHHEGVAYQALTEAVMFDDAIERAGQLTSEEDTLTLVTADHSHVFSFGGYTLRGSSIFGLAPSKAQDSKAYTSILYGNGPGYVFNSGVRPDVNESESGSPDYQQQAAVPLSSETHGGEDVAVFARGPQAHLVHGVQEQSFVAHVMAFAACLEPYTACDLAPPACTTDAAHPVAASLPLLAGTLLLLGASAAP
Apaf-1 inh: human Apaf-1 inhibition. reconstituted apoptosome caspase-3 activity, DEVD-Rh110 fluorescence. AID 489030. O14727. 0.71% of 330,000 active. inhibition, % at 20 µM; active means inhibition of at least 40% at 20 µM;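 further: plate controls were DMSO wells for no effect and DEVD-CHO caspase inhibitor wells for full effect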
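System: reconstituted apoptosome with Apaf-1, cytochrome c, caspase-9, procaspase-3, dATP; Signal: Rh110 fluorescence intensity; Schedule: 30 min compound preincubation, 50 min activation, room temperature; Reagent: cytochrome c trigger plus (Z-DEVD)2-Rh110 caspase-3 substrate.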
mIAP block: mouse IAP inhibition; purified mouse IAP, CDP-Star luminescence, 30 min; 0.2% of 330,000 active; inhibition, % at 10 µM; AID 2806;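 active means inhibition of at least 40% at 10 µM in the primary screen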;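 further: plate controls were DMSO with enzyme for no effect and no enzyme wells for full effect; values of inactives mirror those of a sister screen read the other way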
ATG4B inh: inhibitors of human ATG4B cysteine protease; ATG4B cleavage of LC3-PLA2, NBD-HPC fluorescence, 1 h; inhibition, % at 8.33 µM; AID 504462; 0.51% of 340,000 active; Q9Y4P1; in the data active means inhibition above about 40%
Target sequence (Q9Y4P1 whole entry, looked up): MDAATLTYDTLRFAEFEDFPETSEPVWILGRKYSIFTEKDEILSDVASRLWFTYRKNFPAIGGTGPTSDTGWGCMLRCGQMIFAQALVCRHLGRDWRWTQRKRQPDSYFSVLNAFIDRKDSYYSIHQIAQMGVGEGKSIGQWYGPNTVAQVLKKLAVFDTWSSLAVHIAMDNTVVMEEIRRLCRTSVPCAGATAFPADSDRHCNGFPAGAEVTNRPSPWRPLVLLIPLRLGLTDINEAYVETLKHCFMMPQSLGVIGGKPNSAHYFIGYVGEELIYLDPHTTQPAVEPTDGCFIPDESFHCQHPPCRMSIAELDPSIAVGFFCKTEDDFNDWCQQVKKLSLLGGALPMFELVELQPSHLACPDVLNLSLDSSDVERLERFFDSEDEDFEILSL
NALP3 yeast inh: NALP3 inhibition in yeast; Yeast reconstituted NLRP3/ASC/caspase-1, beta-gal luminescence, 24 h; 0.39% of 330,000 active; AID 2825; inhibition, % at 10 µM;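 active means inhibition of 50% or more; inactive means inhibition below 50%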;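 further: plate controls were induced DMSO wells for no effect and uninduced yeast grown without galactose for full effect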
tim10-1 inh: inhibits growth of tim10-1 mutant yeast; inhibition, % at 20 µM; S. cerevisiae tim10-1 ts strain growth, BacTiter-Glo, 24 h; 2.2% of 330,000 active;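 active means inhibition of at least 40%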;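 further: mutant grown at 25 °C; 0% = DMSO wells with yeast and 100% = wells holding no yeast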
TIM10 inh: growth inhibitors of TIM10 yeast strain. S. cerevisiae TIM10 strain growth, BacTiter-Glo luminescence, 24 h. inhibition, % at 10 µM. 1.4% of 330,000 active. AID 463195;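 active means inhibition of 40% or more at the single tested concentration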;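 further: wild-type TIM10 isogenic control strain grown at permissive 25 °C; 0% = DMSO yeast wells and 100% = minimal medium wells without yeast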
hIAP act: human IAP activation; P09923; purified human IAP, CDP-Star luminescence, 30 min; hits give high values; 1 = vehicle-only enzyme, 0 = enzyme-free background; activation factor at 10 µM; 0.16% of 330,000 active;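 active means activation factor of the enzyme at least 2-fold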; further: the source names both 10 and 20 µM as test concentration; values of inactives mirror those of a sister screen read the other way
mIAP activ: increases mouse intestinal alkaline phosphatase activity. muIAP, CDP-Star luminescence, 30 min; hits give high values; 1 = vehicle-only enzyme signal, 0 = enzyme-free wells. activation factor at 10 µM. 0.24% of 330,000 active. AID 2805;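 active means activation factor of at least 2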; further: the source names both 10 and 20 µM as test concentration; values of inactives mirror those of a sister screen read the other way
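Assay system: mouse IAP enzyme; reagent: chemiluminescent substrate CDP-Star; dosing: test compounds delivered from DMSO solution; schedule: 30 min at room temperature; measured by: luminescence from enzymatic CDP-Star hydrolysis; controls: DMSO-only wells and no-enzyme negative control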
The depositor's hits bear a star; nt = no result given.

No.	Structure	hIAP inh	Apaf-1 inh	mIAP block	ATG4B inh	NALP3 yeast inh	tim10-1 inh	TIM10 inh	hIAP act	mIAP activ
1	COc1cc(/C=C/C(=O)C2C(=O)C=C(C)OC2=O)cc(OC)c1O (centres undefined)	19	10	31	2	9	33	26	0.81	0.69
2	Cc1nc([N+](=O)[O-])cn1Cc1cccc([N+](=O)[O-])c1	12	13	-1	-10	-9	11	3	0.89	1
3	Cc1cccc(NC(=O)c2sc(Cl)nc2-c2ccccc2)c1	11	12	2	13	22	25	7	0.89	0.98
4	CCCCn1c(N)c(N(CC)C(=O)c2cccc(C)c2)c(=O)[nH]c1=O	9	-1	-2	-6	16	5	-13	0.91	1
5	Cc1sc(N/N=C/c2cccnc2)nc1-c1ccc(Cl)cc1	1	1	6	-16	18	8	-6	0.99	0.94
6	O=C(Nc1ccc2oc(-c3cccnc3)nc2c1)c1cc2ccccc2o1	6	-15	-13	-6	13	-35	-16	0.94	1.1
7	Cc1ccc(NC(=O)C2CCCN(S(=O)(=O)c3ccc(-n4cnnn4)cc3)C2)cc1 (centres undefined)	-23	-1	-13	-3	3	2	-12	1.2	1.1
8	O=C1CN(C(=O)c2ccc(F)c(S(=O)(=O)N3CCOCC3)c2)c2ccccc2N1	-12	-2	3	5	-3	8	0	1.1	0.97
9	O=C1N=c2ccccc2=C1c1sc(=S)n(CC2CCCO2)c1O (centres undefined)	11	7	-2	1	11	-9	-8	0.89	1
10	Cc1nc(NC(=O)c2ccc(OCC(C)C)cc2)sc1Cc1ccc2c(c1)OCO2	-9	4	8	-4	14	-4	-6	1.1	0.92
11	NC(=O)c1ccc(NC(=O)COC(=O)c2c3c(nc4ccccc24)/C(=C\c2cccs2)CCC3)cc1	2	-4	9	-21	1	28	11	0.98	0.91
12	Cc1ccc(C(=O)Nc2nc(=O)n(C(=O)c3ccccc3C)s2)cc1	-7	1	7	1	12	19	14	1.1	0.93
13	CSCCC(C(=O)OC1CCOC1=O)N1C(=O)c2ccccc2C1=O (centres undefined)	0	12	1	-9	-2	7	9	1	0.99
14	CC(=O)c1sc(-c2ccc(Cl)cc2)nc1C	4	21	1	4	16	4	3	0.96	0.99
15	O=S(=O)(c1ccc(Nc2ccc(-c3ccc4c(c3)OCCO4)nn2)cc1)N1CCCC1	4	11	-2	-18	-3	10	11	0.96	1
16	O=C(CCN1CCN(S(=O)(=O)c2cccc([N+](=O)[O-])c2)CC1)Nc1ccccc1F	11	1	10	-9	6	7	1	0.89	0.9
17	CC(C)C(NS(=O)(=O)c1ccc2c(c1)OCCCO2)C(=O)O (centres undefined)	-15	15	-9	-2	2	16	-7	1.2	1.1
18	O=C(NCC(c1cccs1)N1CCOCC1)c1ccc([N+](=O)[O-])cc1 (centres undefined)	8	-2	-9	-2	18	18	4	0.92	1.1
19	CC1(C)NC(=O)N(CCCC(=O)Nc2ccc(C(F)(F)F)cc2)C1=O	6	12	-8	-1	17	-9	3	0.94	1.1
20	COc1cc(/C=C2\SC(=S)N(CCC(=O)N3CCCCC3)C2=O)cc(OC)c1OC	3	15	17	-3	22	17	19	0.97	0.83
21	COc1ccc(-n2nc(C(=O)NCC(=O)Nc3cc(OC)c(OC)c(OC)c3)c3ccccc3c2=O)cc1	-9	18	-3	-7	7	9	0	1.1	1
22	CC(C)CN(CC(C)C)C(=O)Nc1cccc([N+](=O)[O-])c1	-5	-5	-4	-8	-2	19	21	1.1	1
23	COc1ccc2[nH]c3c(c2c1)CN(C)CC3	-18	-3	-2	-7	11	6	-12	1.2	1
24	CN(C)Cc1ccc(F)cc1Sc1ccc(Cl)cc1Cl	13	-7	7	15	10	4	-3	0.87	0.93
25	CCN(CC)CCCn1c(SCC(=O)NCC2CCCO2)nc2ccccc2c1=O (centres undefined)	6	5	-5	0	13	8	1	0.94	1
26	Cc1ccc(C)c(NS(=O)(=O)c2ccc(-c3coc(C)n3)cc2)c1	12	1	-4	-5	9	41*	10	0.88	1
27	CC(=O)Nc1cccc2c1C(=O)N(c1cccc(OC(C)=O)c1)C2=O	-3	1	-7	2	16	-7	-12	1	1.1
28	CCOC(=O)N1CCC(NC(=O)C2CCN(C(=O)N3CC(C)Oc4ccccc43)CC2)CC1 (centres undefined)	-37	9	-8	-3	3	6	5	1.4	1.1
29	CCCc1ccc(OCc2ccc(C(=O)N3CCSCC3)o2)cc1	-3	16	1	15	14	13	-7	1	0.99
30	CCOc1cc(/C=N/NC(=O)c2cccnc2)ccc1O	0	-5	-1	4	-20	4	6	1	1

Given with one line to a screen: entries from further up.
22: CC(C)CN(CC(C)C)C(=O)Nc1cccc([N+](=O)[O-])c1
23: COc1ccc2[nH]c3c(c2c1)CN(C)CC3
24: CN(C)Cc1ccc(F)cc1Sc1ccc(Cl)cc1Cl
assay / entry	22	23	24
hIAP inh	-5	-18	13
Apaf-1 inh	-5	-3	-7
mIAP block	-4	-2	7
ATG4B inh	-8	-7	15
NALP3 yeast inh	-2	11	10
tim10-1 inh	19	6	4
TIM10 inh	21	-12	-3
hIAP act	1.1	1.2	0.87
mIAP activ	1	1	0.93

Carrying on:
No.	Structure	hIAP inh	Apaf-1 inh	mIAP block	ATG4B inh	NALP3 yeast inh	tim10-1 inh	TIM10 inh	hIAP act	mIAP activ
31	COc1ccc(NC(=O)CC2SC(N3CCCCC3)=NC2=O)cc1OC (centres undefined)	6	-6	12	-2	6	-14	1	0.94	0.88
32	Cc1cc2nccc(-c3ccccn3)n2n1	3	-9	9	-1	-1	0	-7	0.97	0.91
33	CCC1c2ccc(C)n2CCN1C(=O)Nc1ccccc1OC (centres undefined)	-21	-7	4	1	27	28	8	1.2	0.96
34	COCCN(CC(=O)Nc1cccc(C)c1C)C(=O)c1oc2c(Cl)cccc2c1C	-4	10	-6	-2	6	-5	10	1	1.1
35	CC(C)(C)C(=O)Nc1ccc(C(=O)CSc2nnc(C3CC3)n2C2CC2)cc1	-4	1	-8	-8	1	-5	6	1	1.1
36	O=c1c(CN2CCN(Cc3ccccc3)CC2)coc2ccc(Cl)cc12	3	-6	1	-6	13	19	13	0.97	0.99
37	Cc1c(C(=O)NCC2CCCO2)oc2ccc(Br)cc12 (centres undefined)	-4	11	4	5	28	29	4	1	0.96
38	Cc1cc(C(=O)Cn2nnc3ccccc3c2=O)c(C)n1-c1c(C)n(C)n(-c2ccccc2)c1=O	1	-9	-5	-25	-1	-20	-14	0.99	1
39	CCOC(=O)CSc1nc2cc(C)ccc2cc1C#N	10	10	4	7	-5	26	27	0.9	0.96
40	CCOC(=O)c1sc(NC(=O)c2cc(-c3cccc(O)c3)on2)c(C(=O)OCC)c1C	8	-4	-7	-2	7	-31	-39	0.92	1.1
41	N#CC1(NC(=O)COC(=O)c2ccccc2SCC(=O)N2CCCC2)CCCCC1	-3	7	2	-2	14	-5	-3	1	0.98
42	COc1ccc(C(C)=O)cc1CSc1nnc2c(Cl)cc(Cl)cn12	-18	8	0	-9	8	27	10	1.2	1
43	COC(=O)CSc1nnc(-c2cccnc2)o1	-25	-4	-5	-3	14	-1	3	1.2	1
44	CCn1c(CNC(=O)COC)nc2ccccc21	8	-10	1	1	13	6	-1	0.92	0.99
45	COc1ccccc1NC(=O)CN1CCC(n2nnc3cc(F)ccc32)CC1	0	11	9	-20	0	28	25	1	0.91
46	CCC(/C=C1\Sc2ccc(OC)cc2N1CCO)=C\c1sc2ccc(OC)cc2[n+]1CCO	15	23	4	6	5	62*	49*	0.85	0.96
47	Cc1ccc(S(=O)(=O)N2CCOC2CNC(=O)C(=O)NCCc2ccccc2)cc1 (centres undefined)	-11	-5	-8	-4	12	-2	-1	1.1	1.1
48	COc1ccc(S(=O)(=O)N(C)C[C@H]2Oc3c(NC(=O)CCC(F)(F)F)cccc3C(=O)N([C@H](C)CO)C[C@@H]2C)cc1	4	1	-7	-22	15	9	-1	0.96	1.1
49	CS(=O)(=O)Nc1ccc(C(=O)Nc2cccc([N+](=O)[O-])c2)cc1	-2	14	-4	-1	-3	23	-9	1	1
50	N/C(=N\OC(=O)c1ccccc1F)c1ccc([N+](=O)[O-])cc1	-10	-10	-2	-3	9	-15	8	1.1	1
51	COc1ccc(-n2nnc3c(=O)n(CC(=O)N4CCCc5ccccc54)cnc32)cc1	0	9	6	-1	10	8	0	1	0.94
52	Cc1cc(C(F)(F)F)nn1CC(=O)Nc1cccnc1	3	-10	4	2	10	-2	1	0.97	0.96
53	O=C(Cc1ccccc1C(=O)O)Nc1cccc2ccccc12	-21	0	-4	8	30	13	-5	1.2	1
54	CC(C)Oc1ccc(C(=O)NC2(C(F)(F)F)N=C3SCCN3C2=O)cc1 (centres undefined)	-27	-3	2	2	14	19	-18	1.3	0.98
55	Cc1ccccc1NC(=O)c1ccc(NS(=O)(=O)c2cc(C(C)(C)C)cc(C)c2C)cc1	12	14	8	47*	14	7	-13	0.88	0.92
56	CCN(CC)c1ccc(C(=O)NNC(=O)CNC(=O)c2ccco2)cc1	-2	-3	10	-3	4	-4	-2	1	0.9
57	Cc1cccc(C)c1NC(=O)C(c1cccs1)N(Cc1ccco1)C(=O)Cn1nnc2ccccc21 (centres undefined)	1	2	-5	-12	16	16	11	0.99	1
58	NC(=O)c1cc(NC(=O)CCCc2nc3ccccc3s2)cc(C(N)=O)c1	-3	0	1	2	-3	-16	-26	1	0.99
59	O=C(Nc1ccc(Br)cc1)c1ccc(Br)c(S(=O)(=O)Nc2cccnc2)c1	-14	-3	12	-5	2	-6	1	1.1	0.89
60	Cc1cccc(C(=O)OCc2cc3ccccc3[nH]c2=O)c1	2	25	8	-17	9	10	2	0.98	0.92
61	Cc1cc(C(=O)OCC(=O)Nc2c(Cl)cccc2C(F)(F)F)c(C)o1	3	4	-4	1	20	4	-3	0.97	1
62	Cc1cccc(NC(=O)c2cc(-c3cc(C)c(C)cc3O)n[nH]2)c1	-78	4	-2	16	25	9	-6	1.8	1
63	COc1cccc(N2CCN(C(=O)c3ccc4nc(N5CCC(C)CC5)sc4c3)CC2)c1	-2	23	-3	nt	17	31	42*	1	1
64	CCOc1ccc(/C=C(\C(=O)O)c2ccc(S(=O)(=O)N3CCOCC3)s2)cc1OC	4	0	22	-4	7	15	4	0.96	0.78
65	CCOc1ccc(S(=O)(=O)NCCC(=O)N(CC)CC(=O)Nc2c(F)cccc2F)cc1	8	21	9	-4	5	-16	-1	0.92	0.91
66	C/C(CC(=O)Nc1ccc(Cl)cc1Cl)=N\NC(=O)C(=O)N1CCCC1	-22	-9	5	-2	15	16	21	1.2	0.95
67	CCN1CCN(c2ncnc3c2nnn3Cc2ccccc2)CC1	-4	-3	-2	-9	18	18	-24	1	1
68	CCN(CC)c1ccc(C=Nc2ccc(OC)c(S(=O)(=O)N3CCOCC3)c2)c(O)c1	-2	8	0	-10	10	12	10	1	1
69	CCN1CCCC1CNC(=O)COc1cc(=O)n(C)c2ccccc12 (centres undefined)	2	1	0	-1	-2	1	4	0.97	1
70	O=C(CSc1nnc2n(C3CCCC3)c(=O)c3ccccc3n12)N1CCCCCC1	13	-1	5	-9	-8	-7	-6	0.87	0.95
71	C[C@@H]1CCCCCCCCC(=O)OCCN(C(=O)OC(C)(C)C)[C@H](C)CCCCCCCCC(=O)OCCN(C(=O)OC(C)(C)C)[C@H](C)CCCCCCCCC(=O)OCCN(C(=O)OC(C)(C)C)[C@H](C)CCCCCCCCC(=O)OCCN1C(=O)OC(C)(C)C	-20	5	-8	7	10	18	-15	1.2	1.1
